ALDH1A1 inh – ALDH1A1 (human) enzyme inhibition | P00352 | Purified ALDH1A1, NADH fluorescence, propionaldehyde substrate | Potency, µM (highest dose often 75.3 µM), inactives show at the top dose activity, negative = inhibition, actives largely listed as inhibitors | 220,000 compounds, 7.3% hits | AID 1030; active = well fitted inhibition curve with a large enough effect, not every such curve was filed as active; inconclusive = small, poorly fitted or top-dose-only effect, or another doubt; inactive = no such curve, though single readings can be large or run the other way;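 note: plate controls were no enzyme wells and a reference inhibitor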
Target sequence (P00352 whole entry, looked up): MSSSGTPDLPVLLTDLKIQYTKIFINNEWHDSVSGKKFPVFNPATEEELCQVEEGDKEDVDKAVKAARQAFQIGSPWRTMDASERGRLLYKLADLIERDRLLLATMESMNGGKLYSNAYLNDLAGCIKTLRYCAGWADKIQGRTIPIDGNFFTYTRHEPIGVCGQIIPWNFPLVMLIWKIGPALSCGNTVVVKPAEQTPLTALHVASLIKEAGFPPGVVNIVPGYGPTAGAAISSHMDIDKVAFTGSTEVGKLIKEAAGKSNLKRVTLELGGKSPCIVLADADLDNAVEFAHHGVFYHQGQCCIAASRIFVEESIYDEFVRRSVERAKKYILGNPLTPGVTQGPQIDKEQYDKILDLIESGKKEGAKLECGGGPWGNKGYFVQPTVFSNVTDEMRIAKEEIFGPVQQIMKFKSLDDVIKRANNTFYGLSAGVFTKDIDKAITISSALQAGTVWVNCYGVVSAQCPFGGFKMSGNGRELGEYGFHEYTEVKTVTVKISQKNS
SMN2 splice enh – increases expression of the SMN2 splice variant; HEK293 SMN2-luciferase splicing reporter, luminescence, 30-36 h; Potency, µM (highest dose often 46.1 µM), without a hit: at the highest dose activity change, positive = activation, actives largely listed as activators; 210,000 compounds, 2.8% hits; note: % of control where 0% means no effect; nearly all actives have a fitted effect of over 55% in size
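HEK293 cells carry an SMN2 minigene-luciferase reporter in which exon 7 inclusion puts luciferase in frame. Cells were seeded at 2000 cells/well, attached for 10-12 hours, then exposed to compounds for 30-36 hours at 37C before ONE-Glo luminescence.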
HTT ATP protect – Huntington cell model cytoprotection by ATP luminescence; AID 1471; Potency, µM (titrated, usually from 56.4 µM), inactives show cytoprotection (ATP increase), actives largely listed as activators; 230,000 compounds, 0.14% hits; PC12 HTT-Q103 induced, cytoprotection, ATP luminescence, 40 h;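 note: % of control where 0% means no effect; nearly all actives have a fitted effect of over 45% in size; toxic huntingtin expression switched on by the ecdysone agonist tebufenozide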
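Huntington model: PC12 line, ecdysone-inducible HTTQ103 exon1–GFP, tebufenozide 100 nM. Test articles in a dose series. Endpoint luminescence from cellular ATP.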
Tau fluor cs – counter-screen for tau fibril formation inhibitors; 280,000 compounds, 0.93% hits; Potency, µM (titrated, usually from 57.7 µM), for the others: at the top dose activity change, negative = decrease; tau K18 P301L Alexa594 fluorescence, heparin fibrillization; note: % is set by controls: 0 for no effect and ±100 for the full control effect; nearly all actives have a fitted effect of over 55% in size
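Human K18 P301L tau (15 uM unlabeled plus 0.24 uM Alexa 594-labeled, final) in 100 mM sodium acetate pH 7 was mixed with compound and 20 uM heparin and incubated 6 hr at 37 C.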
HTT aggregate – mutant huntingtin aggregation inhibition. PC12 HttQ103-GFP aggregates, Acumen cytometry, 40 h. Potency, µM (top dose mostly 46.1 µM), without a hit: at the highest dose activity change, negative = inhibition, hits mostly inhibitors. 220,000 compounds, 1.1% hits. AID 1688; note: % is set by controls: 0 for no effect and ±100 for the full control effect; nearly all actives have a fitted effect of over 60% in size
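PC12 cells stably carrying ecdysone-inducible HTT exon 1 Q103–GFP were induced with tebufenozide (100 nM final) and treated with library compounds in titration. GFP aggregates in lysates were counted by laser scanning cytometry.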
Tau fibril ThT – inhibitors of human tau fibril formation, thioflavin T binding | 270,000 compounds, 2.1% hits | recombinant tau K18 P301L (four-repeat tau fragment), heparin-induced fibrillization, ThT fluorescence | P10636 | Potency, µM (series often up to 57.4 µM), without a hit: top-dose activity, negative = inhibition, hits mostly inhibitors; note: % is set by controls: 0 for no effect and ±100 for the full control effect; nearly all actives have a fitted effect of over 55% in size
Target sequence (P10636 561-689 P618L limits assumed): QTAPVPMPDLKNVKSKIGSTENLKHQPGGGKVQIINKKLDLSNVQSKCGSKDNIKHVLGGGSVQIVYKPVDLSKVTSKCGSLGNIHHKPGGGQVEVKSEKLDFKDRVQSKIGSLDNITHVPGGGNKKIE
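In this qHTS, human K18 P301L tau is incubated with compound and heparin for 6 hr at 37 C, and Thioflavin T fluorescence then reports fibril load.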
Tau fibril FP – tau fibrillization inhibition (FP). Potency, µM (doses to about 57.7 µM), for the others: top-dose activity, negative = inhibition, usual class: inhibitors. K18 P301L tau heparin fibrillization, Alexa594 FP, 6 h. 280,000 compounds, 0.39% hits. AID 1468; note: % is set by controls: 0 for no effect and ±100 for the full control effect; nearly all actives have a fitted effect of over 55% in size
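Recombinant K18 P301L […], labeled with Alexa 594 at 0.24 uM over 15 uM unlabeled; heparin inducer 20 uM final; 37 C, 6 hr; FP endpoint.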
KDM4E inh – JMJD2E (human) inhibition; B2RXH2; JMJD2E catalytic domain, FDH-coupled NADH fluorescence (FDH is formaldehyde dehydrogenase); Potency, µM (highest dose often 57.1 µM), inactives show at the top dose activity change, negative = inhibition, hits mostly inhibitors; 230,000 compounds, 1.6% hits; active = well fitted inhibition curve with a large enough effect, not every such curve was filed as active; inconclusive = small, poorly fitted or top-dose-only effect, or another doubt; inactive = no such curve, though single readings can be large or run the other way;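 note: 0% = wells with enzyme and -100% = buffer wells without enzyme; nearly all actives have a fitted effect of over 50% in size; many of its hits are not listed in these tables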
Target sequence (B2RXH2 1-337 limits assumed): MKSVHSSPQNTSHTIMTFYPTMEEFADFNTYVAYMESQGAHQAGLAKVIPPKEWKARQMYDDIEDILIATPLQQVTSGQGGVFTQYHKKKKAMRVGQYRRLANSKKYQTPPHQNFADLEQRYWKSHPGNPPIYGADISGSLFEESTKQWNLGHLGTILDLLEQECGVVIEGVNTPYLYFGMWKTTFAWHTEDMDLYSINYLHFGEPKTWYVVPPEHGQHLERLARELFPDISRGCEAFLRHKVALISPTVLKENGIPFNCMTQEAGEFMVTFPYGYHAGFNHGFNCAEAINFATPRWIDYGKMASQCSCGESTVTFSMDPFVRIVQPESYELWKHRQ
Starred values were filed as active, the others as inactive; ? = inconclusive; . = not tested or not shown; [ ] = dose if it differs, or a comment. Unless noted, calls come from the whole dose curve; as a rule, active = well fitted curve in the direction sought with a large enough effect; inconclusive = small, poorly fitted or top-dose-only effect, or another doubt; inactive = no such curve, though single readings can be large; an effect the other way counts as inactive or inconclusive. Potency is the fitted concentration of half-maximal effect. This is a subset; rates above refer to the full screens.

Every second line gives: Tau fluor cs | HTT ATP protect | KDM4E inh | ALDH1A1 inh | HTT aggregate | Tau fibril FP | SMN2 splice enh | Tau fibril ThT
> O=C(Nc1cc(=O)[nH]c2nc(-c3ccccc3)nn12)c1ccccc1Cl
 : -18% | 13%[10 µM] | -13% | . | -11%[9.22 µM] | -9% | . | .
> CCCNC(=O)Cn1c(-c2ccc(F)cc2)cc(C(=O)OCC)c1C
 : 1% | 5% | 9% | -4% | 8% | 4% | -22% | -1%
> CCCn1c(C)nc2c(NCCN(C(C)C)C(C)C)nc(C)nc21
 : -9% | 9% | 13% | 3% | . | 1% | -7% | -6%
> Cc1ccccc1-c1nc2c3c(-c4ccccc4)c(-c4ccccc4)oc3ncn2n1
 : 1% | . | . | . | . | -7% | 5% | 3%
> CCN(CC)CCNC(=O)Cn1cnc2sc(C)c(S(=O)(=O)N3CCOCC3)c2c1=O
 : 2% | 19%[10 µM] | 4% | -4% | -13% | 4% | 14% | -1%
> CC1CCCCN1C(=O)Cn1nnc(-c2cccnc2)n1 (stereo not given)
 : 1% | 12%[10 µM] | ? | -5% | -4% | 4% | 1% | -6%
> Cc1ccccc1NS(=O)(=O)c1ccc(OCC(=O)NCc2ccco2)cc1
 : -17% | -4% | 3% | -14% | 6% | ? | -8% | -9%
> CCOC(=O)c1cc2c(=O)n3ccccc3nc2n(CCCOC)c1=NC(=O)c1cc2ccccc2o1
 : -27% | . | . | . | . | -2% | -2% | -15%
> CCN(CC)C(=O)CSc1nnc([C@@H](N)C(C)C)o1
 : -11% | 14%[10 µM] | -6% | . | 2%[9.22 µM] | -9% | . | .
> COc1ccc2c(c1)Cc1sc(NC(=O)c3cccc(C)c3)nc1-2
 : 16µM*[quencher] | . | . | . | . | -18% | -31%[inhibitor] | 13µM*
> O=C(COC(=O)c1cncc(Br)c1)NC1CCCCCC1
 : 1% | -14% | 6% | ? | 17% | 3% | 3% | -11%
> Cc1nonc1OCC(C)(COc1nonc1C)NC(=O)c1ccc(Cl)cc1
 : -17% | 0%[10 µM] | 2% | 1% | -28% | 4% | -40%[inhibitor] | 0%
> CC(=O)Nc1ccc2[nH]c3ccccc3c2c1
 : -6% | -16% | ? | -9% | 6% | -8% | . | -9%
> Nc1c(C(=O)Nc2ccc(Cl)cc2)oc2ccccc12
 : ? | -46%[inhibitor] | ? | ? | ? | 2% | 24% | ?
> O=C(CCN1C(=O)c2ccccc2C1=O)Nc1ccc(-c2nc3ccccc3o2)cc1
 : -6% | -25%[10 µM] | ? | ? | -2% | -7% | 8.9µM* | ?
> COCc1[nH]nc2c1C1(C(=O)Nc3ccc(F)cc31)C(C#N)=C(N)O2 (stereo not given)
 : -2% | -6%[0.074 µM] | 1% | 5% | 10% | -1% | 1% | 0%
> CCCC(=O)NNc1cc(=O)c2c(=O)n(C)c(=O)n(C)c2[nH]1
 : 4% | 9% | -1% | 3% | ? | 2% | . | -1%
> CC(C)CN(C(=O)CSc1nncn1-c1ccccc1)c1c(N)n(CC(C)C)c(=O)[nH]c1=O
 : 0% | -23% | 1% | -6% | -1% | 4% | -14% | -3%
> CCOCCCNC(=O)C1CCN(c2cc(C)nc3c(-c4ccc(Cl)cc4)c(C)nn23)CC1
 : -17% | . | . | . | . | 2% | 11% | -11%
> O=C(Nc1nnc(-c2cccs2)s1)C1CC1
 : -2% | 11% | ? | ? | 4% | -11% | ? | -1%
> C=CCC(CC=C)(CNC(=O)C(=O)Nc1ccc(C)cc1)c1ccccc1
 : 1% | . | . | . | . | -2% | 17% | -1%
> O=c1c2cc(Cl)ccc2[nH]c(=S)n1Cc1ccco1
 : -17% | 11%[10 µM] | -2% | 11µM* | -12% | 10% | -8% | -7%
> Cc1cc(Cl)c2ccc(Cl)cc2n1
 : 4% | 11%[10 µM] | 2% | . | 11%[9.22 µM] | 3% | . | 1%
> Cc1ccc(C)c(NCC(=O)NNC(=S)Nc2ccccc2)c1
 : -12% | -1%[10 µM] | -7% | ? | 6%[9.22 µM] | -3% | 2% | -9%
> CSc1ccccc1NC(=O)CN(C)CC(=O)Nc1ccccc1F
 : 12% | 7%[0.074 µM] | ? | 10% | 7% | 3% | 15% | -1%
> CCCCN1C(=S)NC[C@@H]1Cc1cccc2ccccc12
 : 3% | 7%[10 µM] | -3% | . | -18%[9.22 µM] | 10% | . | -5%
> Cc1ccc(-c2nnn(CC(=O)O)n2)cc1
 : 1% | -15%[0.074 µM] | 3% | 11% | -5% | 11% | -15% | -4%
> Cc1ccc(C)c(N(CC(=O)NC2CCCC2)C(=O)c2cc3cc4cc(C)ccc4nc3s2)c1
 : -4% | -11% | 0% | 1% | 21% | -2% | 2% | 0%
> CCN(CC)S(=O)(=O)c1ccc(C(=O)NCCc2ccccn2)cc1
 : 6% | 38%[10 µM] | 6% | 1% | 12% | 5% | 15% | -1%
> O=C(/C=C/C(=O)NCc1cccs1)NCc1cccs1
 : -2% | -8%[10 µM] | 3% | . | 9%[9.22 µM] | -18% | . | .

Rewritten with each value named: entries from further up.
CC1CCCCN1C(=O)Cn1nnc(-c2cccnc2)n1 (stereo not given)
  Tau fluor cs = 1%	HTT ATP protect = 12%[10 µM]	KDM4E inh = ?	ALDH1A1 inh = -5%	HTT aggregate = -4%	Tau fibril FP = 4%	SMN2 splice enh = 1%	Tau fibril ThT = -6%

Cc1ccccc1NS(=O)(=O)c1ccc(OCC(=O)NCc2ccco2)cc1
  Tau fluor cs = -17%	HTT ATP protect = -4%	KDM4E inh = 3%	ALDH1A1 inh = -14%	HTT aggregate = 6%	Tau fibril FP = ?	SMN2 splice enh = -8%	Tau fibril ThT = -9%

Single values from above.
CCCn1c(C)nc2c(NCCN(C(C)C)C(C)C)nc(C)nc21 in SMN2 splice enh is listed with -7%
COCc1[nH]nc2c1C1(C(=O)Nc3ccc(F)cc31)C(C#N)=C(N)O2 (stereo not given) in KDM4E inh is listed with 1%

3 entries from above, sorted by molecular weight, rising:
Every second line gives: Tau fluor cs | HTT ATP protect | KDM4E inh | ALDH1A1 inh | HTT aggregate | Tau fibril FP | SMN2 splice enh | Tau fibril ThT
> CC(=O)Nc1ccc2[nH]c3ccccc3c2c1
 : -6% | -16% | ? | -9% | 6% | -8% | . | -9%
> O=c1c2cc(Cl)ccc2[nH]c(=S)n1Cc1ccco1
 : -17% | 11%[10 µM] | -2% | 11µM* | -12% | 10% | -8% | -7%
> CCCCN1C(=S)NC[C@@H]1Cc1cccc2ccccc12
 : 3% | 7%[10 µM] | -3% | . | -18%[9.22 µM] | 10% | . | -5%

Next section:
Every second line gives: Tau fluor cs | HTT ATP protect | KDM4E inh | ALDH1A1 inh | HTT aggregate | Tau fibril FP | SMN2 splice enh | Tau fibril ThT
> Cc1nonc1OCC(C)(COc1nonc1C)NC(=O)c1ccccc1
 : -1% | 0%[10 µM] | -8% | 3% | 5% | -1% | -1% | -3%
> O=C(O)c1ccccc1CSc1nc2ccccc2n1Cc1ccccc1C(=O)O
 : -5% | -8% | ? | 19% | 8% | -4% | . | -1%
> CC(=O)NN1C(=O)/C(=C/c2ccc(C(C)C)cc2)SC1=S
 : ? | 2%[10 µM] | -5% | 4µM* | ? | ? | -8% | ?
> COC1CCN(C(=O)CC2C(=O)NCCN2CC(C)(C)C)CC1 (stereo not given)
 : -7% | -10%[10 µM] | ? | ? | -3%[9.22 µM] | -4% | . | ?
> CCOC(=O)Cc1csc(NC(=O)C(CC(C)C)NC(=O)C2CCCCC2)n1 (stereo not given)
 : -11% | 6% | -6% | 2% | 8% | -2% | -18% | -5%
> CCC(=O)N(CCC(c1ccco1)c1ccccc1OC)Cc1cccs1 (stereo not given)
 : -15% | 19%[10 µM] | -2% | ? | -24% | -1% | 14% | ?
> O=C(NCCn1cc(SCc2ccc(Br)cc2)c2ccccc21)c1cccs1
 : ? | . | . | . | . | -11% | -47%[inhibitor] | ?
> COc1ccc(CCNC(=O)c2cc(S(=O)(=O)N3CCC4(CC3)OCCO4)ccc2F)cc1OC
 : -6% | -9% | 0% | -4% | -29% | -4% | -48%[inhibitor] | -5%
> CC1=C(C)/C(=N\OS(=O)(=O)c2ccc(C)cc2)C=CC1=O
 : ? | -21%[10 µM] | -3% | ? | ? | 16µM* | -42%[inhibitor] | 10µM*
> O=C(Oc1nsnc1N1CCCCC1)N1CCOCC1
 : -5% | 30%[10 µM] | 2% | 7% | -4% | -5% | -13% | -1%
> Fc1ccc(CNc2ncnc3c2cnn3-c2ccccc2)cc1
 : -15% | -8% | ? | -3% | -21% | -11% | -17% | 1%
> CCOc1ccc(-n2cc(C(=O)Nc3cccc(OC)c3)c3cc(OC)c(OC)cc3c2=O)cc1
 : -21% | -14% | ? | 7% | -13% | -4% | -6% | -17%
> O=C(/C=C/c1ccccc1)NC(=S)Nc1ccccc1C(=O)NC1CCCCC1
 : -3% | -1% | -7% | 3% | 5% | 3% | -16% | -10%
> Cc1oc(C(C)(C)C)cc1C(=O)NC(Cc1ccccc1)C(=O)O (stereo not given)
 : 1% | 21%[10 µM] | -20% | 10% | 12%[9.22 µM] | -1% | . | 5%
> O=S(=O)(c1ccccc1)c1cnn(-c2ccccc2)c1-c1ccc(Cl)cc1
 : -27% | -20% | 2% | -5% | -28% | 4% | 20% | -5%
> COc1ccc2cc3cc(C(=O)NCC4COc5ccccc5O4)oc3nc2c1 (stereo not given)
 : -11% | -8% | ? | ? | -14% | 0% | -29% | 3%
> COC(=O)[C@@]1(Cc2ccc(OC)cc2)[C@H]2c3cc(C(=O)N4CCCC4)n(Cc4nc5ccccc5[nH]4)c3C[C@H]2CN1C(=O)c1ccccc1
 : -22% | -34%[inhibitor] | ? | ? | . | -3% | -1% | ?
> O=C1c2oc3ccc(Br)cc3c(=O)c2C(c2cccnc2)N1Cc1ccco1 (stereo not given)
 : 3% | -15% | -1% | ? | 7% | -8% | 11% | -8%
> CCCC(=O)Nc1ccccc1NC(=O)c1cc(OC)c(OC)c(OC)c1
 : -4% | -14% | -1% | -3% | 16% | -1% | 9% | -4%
> N#C/C(=C(/O)Cc1cccc2ccccc12)c1nc2ccccc2s1
 : ? | 9% | -3% | 3% | ? | -1% | -74%[inhibitor] | ?
> O=c1c2ccccc2c(/C=N/c2nnc(Cc3ccccc3)s2)c(O)n1-c1ccc(Cl)cn1
 : -16% | -10%[10 µM] | ? | ? | 7% | -2% | 0% | ?
> CC1=NNC(=O)C1C(c1cccc(O)c1)C(C#N)C#N (stereo not given)
 : -6% | 26%[10 µM] | -6% | . | 0%[9.22 µM] | -1% | . | -12%

From PubChem BioAssay
